# Assay outcomes (PubChem)
# ADAM17 inh = ADAM17 inhibition, QFRET primary screen. P78536. recombinant ADAM17, EDANS/DABCYL FRET peptide cleavage. inhibition, % at 6.95 µM. hit rate 0.83% among 370,000;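 active means inhibition above the mean of compounds lying between control limits plus 3 SD, set per campaign, cut at about 8.5% in these data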;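 further: 0% = DMSO-only wells as the low control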
# ADAM10 inh = inhibits human ADAM10. O14672. hit rate 0.62% among 370,000. AID 720582. inhibition, % at 7 µM. recombinant ADAM10, EDANS/DABCYL FRET peptide cleavage, 3 h;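 active means inhibition above a per-campaign cutoff equal to the mean of compounds falling between control-based bounds plus 3 SD, cut at about 20% in these data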;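 further: 0% = DMSO wells while the 100% control is not disclosed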
# ARFGAP1 inhibitor = rat ARFGAP1 inhibition | Q62848 | Arfgap1-stimulated ARF1 GTP hydrolysis, GDP FP detection | inhibition, % at 16.5 µM | hit rate 0.26% among 360,000 | AID 651572;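 active means inhibition above a per-plate limit, mean inhibition of low control wells plus 3 SD, cut at about 25% in these data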;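 further: 0% = DMSO wells with enzyme and 100% = wells lacking Arfgap1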
# Target sequence (Q62848 1-136 limits assumed): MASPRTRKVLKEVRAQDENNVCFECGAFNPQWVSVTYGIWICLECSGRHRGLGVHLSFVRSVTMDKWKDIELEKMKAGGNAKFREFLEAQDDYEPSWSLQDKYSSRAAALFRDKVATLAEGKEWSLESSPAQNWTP
#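 Repeats: one replicate per compound; assay system: rat Arfgap1 catalytic domain, aa 1-136; times: enzyme reaction 120 min at 25 °C after 20 min preincubation; detection: FP of antibody-bound GDP Alexa 633 tracer, ex 620/em 688 nm; benchmarks: high control wells lacking Arfgap1, low control full reaction with DMSO; reagent: human ARF1(Δ1-17)-GTP substrate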
# Tn7 DDE FP = DD(E)-Tn7 binding inhibition, primary FP screen. P02675. FP displacement of FITC-Tn7 peptide from fibrin DD(E); 0% = median of compound wells per plate. inhibition, % at 8.3 µM. hit rate 0.13% among 370,000. AID 720508;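 active means inhibition above the mean of compounds falling within the control limits plus 3 SD of them, cut at about 14% in these data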;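 further: 0% = plate median of compound wells and 100% = 10 µM Aha-Tn7 peptide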
# Target sequence (P02675 whole entry, looked up): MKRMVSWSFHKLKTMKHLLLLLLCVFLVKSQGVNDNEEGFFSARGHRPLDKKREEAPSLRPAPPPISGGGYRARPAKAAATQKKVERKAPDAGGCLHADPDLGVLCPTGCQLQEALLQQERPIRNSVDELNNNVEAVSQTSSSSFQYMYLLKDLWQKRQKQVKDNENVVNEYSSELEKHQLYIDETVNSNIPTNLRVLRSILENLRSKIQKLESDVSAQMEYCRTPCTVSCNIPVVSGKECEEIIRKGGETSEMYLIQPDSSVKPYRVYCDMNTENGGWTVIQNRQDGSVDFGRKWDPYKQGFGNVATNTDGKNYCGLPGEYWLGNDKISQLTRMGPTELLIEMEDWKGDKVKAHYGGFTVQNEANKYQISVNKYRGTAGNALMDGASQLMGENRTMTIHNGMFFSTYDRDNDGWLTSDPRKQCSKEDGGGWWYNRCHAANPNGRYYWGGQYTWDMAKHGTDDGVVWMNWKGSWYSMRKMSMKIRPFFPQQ
#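 System: human fibrin DD(E); quantity: Fibrin-DD(E) at 2 µM final; also added: fluorescent Tn7 probe at 0.1 µM; compound dosing: single nominal test concentration of 8.3 µM per compound; schedule: 10 min preincubation, 3 h with tracer, room temperature; detection: fluorescence polarization of the labelled Tn7 tracer; repeats: one replicate per compound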
# ASAP1 GAP inh = blocks human ASAP1-stimulated Arf1 GTP hydrolysis. GDP FP detection. inhibition, % at 16.5 µM. hit rate 0.19% among 360,000. AID 624377; in the data active means inhibition above about 25%;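 further: 0% = vehicle with enzyme and substrate and 100% = no enzyme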
# Tn6 DDE FP = inhibitors of Tn6 peptide binding to human fibrin DD(E). inhibition, % at 8.3 µM. P02675. hit rate 0.21% among 370,000. Fibrin DD(E) TRITC-Tn6 fluorescence polarization displacement;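 active means inhibition above a per-campaign cutoff: mean of compounds within control limits plus 3 SD, cut at about 15% in these data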;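 further: 0% = median of all compound wells on the plate and 100% = blocking peptide control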
# PLCg1 inh = PLC-gamma1 (human) inhibition, primary screen | P19174 | purified PLC-gamma1, fluorogenic substrate, fluorescence | inhibition, % at 12.2 µM | hit rate 0.84% among 370,000; in the data active means inhibition above about 9.5%
# KLK7 zymogen act = activators of human kallikrein-7 zymogen; P49862; purified proKLK7, EDANS-DABCYL substrate fluorescence; 100% is mature enzyme control, 0% vehicle; activation, % at 7 µM; hit rate 0.9% among 370,000; AID 652039;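 active means activation above the mean of all tested compounds plus 3 SD, computed per campaign excluding outliers beyond control limits, cut at about 13% in these data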
# TDP2 inh = blocks human TDP2 phosphodiesterase activity. O95551. recombinant TDP2, T5PNP hydrolysis, p-nitrophenol absorbance 415 nm. inhibition, % at 12.8 µM. hit rate 0.34% among 370,000;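 active means inhibition above the mean of all tested compounds plus 3 SD, set per campaign, cut at about 25% in these data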;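 further: 0% = DMSO with enzyme and 100% = buffer with substrate but no TDP2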
# Target sequence (O95551 whole entry, looked up): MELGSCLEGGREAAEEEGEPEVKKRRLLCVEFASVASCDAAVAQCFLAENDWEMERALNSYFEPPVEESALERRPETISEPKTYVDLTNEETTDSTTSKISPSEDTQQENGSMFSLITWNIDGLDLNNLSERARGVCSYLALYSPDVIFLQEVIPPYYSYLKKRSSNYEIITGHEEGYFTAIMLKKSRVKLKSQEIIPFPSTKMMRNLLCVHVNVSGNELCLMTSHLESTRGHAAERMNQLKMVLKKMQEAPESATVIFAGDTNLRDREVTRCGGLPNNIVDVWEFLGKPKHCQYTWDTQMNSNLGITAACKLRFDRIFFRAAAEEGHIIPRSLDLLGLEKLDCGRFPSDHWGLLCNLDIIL
#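 Incubation: 2 h at 37 °C; Test system: recombinant human TDP2; Quantity: enzyme 120 nM; Read-out basis: percent inhibition; Medium: 50 mM Tris-HCl pH 7.5 with Mg2+, KCl, DTT, BSA; Repeats: single replicate; Compound: 12.8 µM single point, 1% DMSO; Signal: epi absorbance; Reagent: 5 mM T5PNP chromogenic substrate; Benchmarks: no-enzyme high, DMSO-plus-enzyme low.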
# LEDGF integ inh = blocks HIV-1 LEDGF/p75-dependent DNA integration | hit rate 0.64% among 370,000 | inhibition, % at 3.7 µM | TR-FRET IN-LEDGF/p75 DNA integration, Eu/Cy5;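 active means inhibition above the screen-wide mean plus 3 SD, cut at about 13% in these data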;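 further: signal is the Cy5 over europium emission ratio at 671 and 618 nm; 0% = plate median of compound wells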
# Starred values were filed as active, the others as inactive; i = inactive; nt = not tested or not shown.
nr	molecule	ADAM17 inh	ADAM10 inh	ARFGAP1 inhibitor	Tn7 DDE FP	ASAP1 GAP inh	Tn6 DDE FP	PLCg1 inh	KLK7 zymogen act	TDP2 inh	LEDGF integ inh
1	CCN1CCN(C(=S)Nc2ccc3nc(N4CCN(C)CC4)cc(C)c3c2)CC1	-151.1	i	-0.8	-3.2	1.2	-4.1	-243.5	8.1	7.7	-0.3
2	COc1cc(NC(=O)CC(C)n2ccnc2)cc(OC)c1 (stereo not drawn)	-3.2	-5.7	0.8	-2.0	-7.0	1.6	1.2	-1.5	-9.3	-2.3
3	Cc1sc(NC(=O)CN2CCN(c3ccccn3)CC2)c(C#N)c1C	0.8	0.2	-4.0	1.4	5.3	2.1	-3.4	0.8	-3.9	-2.8
4	CC(=O)c1ccc(OCC(O)CN2CCN(S(=O)(=O)c3c(C)c(C)cc(C)c3C)CC2)cc1 (stereo not drawn)	5.2	6.4	-4.3	-0.4	3.2	4.8	2.8	0.1	-1.3	-0.9
5	CC(C)c1ccc(NC(=O)c2cc(-c3cc(F)ccc3OCC3CCCO3)n[nH]2)cc1 (stereo not drawn)	4.1	8.8	6.0	-1.2	-11.4	-7.1	0.0	-0.2	0.2	2.8
6	Cc1ccc(S(=O)(=O)N[C@H](C(=O)N2CCC(C(=O)N[C@H](C(=O)O)c3ccccc3)CC2)C(C)C)cc1	4.8	-4.9	8.3	-13.3	-5.7	-3.9	5.4	0.1	-8.2	-0.1
7	Cc1ccc(CNC(=O)C2CCC(=O)N(CCc3ccc(Cl)cc3)C2)s1 (stereo not drawn)	2.7	0.6	3.5	-2.6	-0.4	-0.3	-1.7	-0.6	0.8	-2.0
8	CCC(CC)C(=O)N(C)c1c(C)nc2c(OCc3ccc(C(F)(F)F)cc3)cccn12	1.7	0.3	-1.5	9.8	-18.5	6.3	-1.0	-0.6	3.0	-1.1
9	CO/N=C(\Cn1ncc(N2CCCC2)c(Cl)c1=O)c1ccc(Cl)cc1	-0.9	2.1	3.6	1.5	4.8	1.2	4.1	-0.2	-7.8	-4.7
10	O=C(Nc1ccccc1N1CCOCC1)c1cc(Cl)c2c(c1)OCO2	-4.3	-1.4	13.7	-3.4	2.9	-2.0	-1.0	0.2	-3.3	7.2
11	O=C(O)c1ccccc1C(=O)N(Cc1ccccc1)Cc1ccccc1	0.1	-4.3	5.8	-6.2	4.4	-2.4	2.7	1.1	-9.8	1.6
12	Cc1nn(CC(=O)NCC2CCCO2)c(C)c1[N+](=O)[O-] (stereo not drawn)	-2.4	3.4	-12.6	0.2	8.8	-5.7	1.1	0.1	13.7	-0.4
13	Cc1cccc(C)c1-n1nnnc1C(c1ccnc2ccccc12)N(C)Cc1ccc(Cl)c(Cl)c1 (stereo not drawn)	-6.1	-10.8	-6.5	-11.0	0.0	5.3	0.1	-0.6	-1.7	1.4
14	COC(=O)c1ccc2nc(C3CCCCC3)c(Cc3ccccc3C(F)(F)F)n2c1	-0.8	-10.7	11.3	1.5	-15.6	-2.5	-16.6	0.1	-4.8	2.6
15	Cc1cc(=O)oc2cc(OCC(=O)NC3(C#N)CCCCC3)c(Cl)cc12	-73.5	-250.8	6.5	-3.5	-6.5	5.0	-42.4	2.0	3.2	-1.1
16	Clc1cccc(CNCCNCc2cccc(Cl)c2)c1	-4.9	2.5	8.1	1.5	5.4	5.8	2.2	-0.2	-4.5	-2.2
17	CC1CCCCC12NC(=O)N(CC(=O)Nc1cccnc1Cl)C2=O (stereo not drawn)	-1.8	-11.8	-8.1	-2.7	4.7	3.9	-3.5	0.8	1.5	4.0
18	COc1ccc(C(=O)C[n+]2ccccc2C)cc1	3.1	1.1	0.8	-0.7	-0.8	8.4	-0.8	-0.2	-4.0	1.6
19	Nc1nc(N)c2nc(-c3ccccc3)c(N)nc2n1	i	i	11.6	-3.0	6.2	-2.6	i	59.8*	-2.5	-0.8
20	O=C(NCC1CCCO1)C(c1cccs1)N(C(=O)c1ccc(-c2ccccc2)[nH]1)C1CCCC1 (stereo not drawn)	7.0	14.4	-5.1	5.0	-6.1	3.3	2.0	0.1	-10.6	0.1

# Next part; the last 2 above are carried over.
nr	molecule	ADAM17 inh	ADAM10 inh	ARFGAP1 inhibitor	Tn7 DDE FP	ASAP1 GAP inh	Tn6 DDE FP	PLCg1 inh	KLK7 zymogen act	TDP2 inh	LEDGF integ inh
19	Nc1nc(N)c2nc(-c3ccccc3)c(N)nc2n1	i	i	11.6	-3.0	6.2	-2.6	i	59.8*	-2.5	-0.8
20	O=C(NCC1CCCO1)C(c1cccs1)N(C(=O)c1ccc(-c2ccccc2)[nH]1)C1CCCC1 (stereo not drawn)	7.0	14.4	-5.1	5.0	-6.1	3.3	2.0	0.1	-10.6	0.1
21	Cc1noc(C)c1C(=O)OCC(=O)C12CC3CC(CC(C3)C1)C2	0.4	-4.2	-1.2	3.0	-0.7	-5.7	-1.2	-0.1	-3.1	1.9
22	COc1ccc(C(=O)Nc2nc(OCC(F)(F)F)cnc2/C=C\c2ccccc2)c(OC)c1	-11.5	-34.3	-3.7	-1.0	-1.1	-3.2	-11.3	-1.7	-6.9	-0.8
23	CCOC(=O)[C@]12CCCC=C1N(Cc1ccc(OC)cc1)C(=O)[C@@H]2CC(=O)N1CCCCC1	-5.3	-9.2	nt	-0.8	nt	-2.9	0.1	-0.4	1.0	0.0
24	C/C(=N\O)c1ccc2c(c1)OCCO2	-1.8	0.7	1.6	1.6	-1.8	2.5	0.3	0.2	1.3	-0.2
25	CSc1ccccc1NC(=O)CCn1c(=O)sc2ccccc21	-0.6	4.4	-6.8	-4.8	7.3	-2.2	3.5	0.2	12.1	-2.5
26	CC(=O)c1cc(C(=O)N2CCc3c([nH]c4ccccc34)C2C2CCCCC2)[nH]n1 (stereo not drawn)	-8.2	-17.5	9.3	-4.6	2.1	1.6	-34.2	2.3	-2.1	1.5
27	CC1CCCN(C(=O)c2cccc(S(=O)(=O)N3CCCc4ccccc43)c2)C1 (stereo not drawn)	-3.2	-8.3	-2.7	5.7	-5.5	3.8	-1.2	-0.1	4.9	-3.1
28	O=C(Cc1ccc(OCc2ccccc2)cc1)NCc1ccc2c(c1)OCO2	-7.2	-12.6	-9.0	2.7	14.4	-7.5	7.2	0.4	4.2	-2.1
29	CSc1nnc(CCNS(=O)(=O)c2ccc(Br)cc2)n1C	-3.5	-7.5	-3.8	3.6	-4.7	-1.0	-1.0	0.0	2.0	3.9
30	CN(Cc1ccccc1)C(=O)c1cccc(NC(=O)Cc2ccc(NC(=O)C3CCCN(C(=O)C4CCCCC4)C3)cc2)c1 (stereo not drawn)	3.2	11.4	6.4	9.8	-0.1	-6.4	4.2	0.1	3.4	2.0
31	O=C(C[C@H]1C[C@H]2c3cc(NS(=O)(=O)c4ccc(F)cc4)ccc3O[C@H]2[C@H](CO)O1)NCc1ccncc1	1.3	-1.9	-7.0	-3.5	7.7	-1.2	3.3	-0.8	3.9	-10.5
32	COc1ccc(-c2c(C)c3ccc(O)cc3oc2=O)cc1OC	i	i	6.6	5.8	4.5	-9.4	i	35.8*	-1.5	1.5
33	CC(C)c1ccc(-c2nc(N3CCOCC3)[nH]c(=O)c2C#N)cc1	-1.7	4.6	-6.0	1.7	7.5	-3.7	-1.8	0.2	-2.5	1.6
34	COCC(=O)NNS(=O)(=O)c1ccccc1[N+](=O)[O-]	-1.9	-3.5	-0.2	-5.2	8.4	0.4	1.4	0.0	1.4	0.1
35	CNS(=O)(=O)c1cn(CC(=O)N(C)Cc2ccccc2)cc1S(=O)(=O)NC	2.6	-0.7	-2.1	-4.0	-13.6	12.2	3.9	-0.2	-0.6	-1.7
36	COc1ccc(-c2nnn(Cc3nc(N)nc(N4CCOCC4)n3)n2)cc1OC	-3.4	-1.9	0.4	1.1	-14.2	1.7	2.0	0.4	-7.7	-0.6
37	Cn1c(CCNC(=O)c2ccco2)nc2cc([N+](=O)[O-])ccc21	1.8	-9.8	13.8	-1.1	24.1	-3.6	2.5	-0.4	-0.5	-2.5
38	S=C(NCCCc1ccccc1)NCc1ccccc1	4.6	-6.0	-3.0	1.2	-4.3	1.9	-2.1	0.6	-10.0	-2.5
39	Cc1ccc(-n2ncc3c(=O)[nH]c(SCC(=O)N4CCN(c5ccccc5)CC4)nc32)cc1	-5.7	-5.7	3.8	3.7	10.9	0.7	3.1	0.2	4.7	3.4
40	CCC(CC)C(=O)Nc1cc(C)cc(C)c1	-2.8	6.1	1.8	0.6	-6.2	3.7	2.9	0.2	-2.5	0.2
41	CCOc1nc(Oc2cccc(C(=O)O)c2)nc(Oc2cccc(C(=O)O)c2)n1	-4.0	7.9	6.3	0.9	8.9	4.0	-0.7	0.2	7.6	-0.2
42	CCCCOc1ccc(C(=O)NCC(=O)NCC(c2ccc(OC)cc2)N2CCCC2)cc1 (stereo not drawn)	-2.2	-11.0	4.7	3.6	8.6	-1.0	-1.5	-0.3	5.2	-0.8
43	Cc1cc(NC(=O)c2ccc(Br)c([N+](=O)[O-])c2)no1	-2.0	-10.3	1.2	-1.7	7.5	-1.8	-1.4	-0.2	-3.0	-7.3
44	O=C(Cn1c(=O)oc2ccccc21)NCC1COc2ccccc2O1 (stereo not drawn)	4.8	2.7	-5.6	-3.6	-5.8	2.0	0.2	0.0	6.7	3.2
45	Cc1ccn2c(CNC(C)c3cn(C)nc3C)c(C(=O)N3CCCCCC3)nc2c1 (stereo not drawn)	-6.5	-11.4	-6.3	6.8	-7.0	-5.6	-2.0	0.0	4.8	-3.3
46	CCOC(=O)C1CCN(c2c(NCc3ccc(C(=O)NCCOC)cc3)c(=O)c2=O)CC1	-5.9	3.8	7.1	-2.0	-14.6	-2.5	-1.8	-0.4	1.9	-3.3
47	COC(=O)[C@@H]1[C@H](CCc2ccccc2)NC(=O)N(Cc2ccccc2)[C@@H]1C	-3.6	-15.1	-2.0	-0.8	-21.0	-6.5	0.1	1.0	0.6	0.2
48	N#CC(Sc1ccccn1)c1ccc(Cl)cc1 (stereo not drawn)	-40.5	-119.6	-4.5	0.1	7.2	-0.8	-456.6	15.8*	-4.5	4.6
49	Cc1cc(C)n(-c2ccc3nnc(C)n3n2)n1	-18.9	-27.3	0.9	1.8	9.4	2.3	-11.0	2.0	4.7	-2.5
50	CCCCCCCCCC[n+]1cccc(C(=O)N(CC)CC)c1	0.9	-0.6	-7.4	-8.2	18.0	-4.3	2.0	0.2	6.0	-0.7

# An unsorted share of the library; about 4.2% have a hit in one of these screens.
